# Bioassay records deposited in PubChem BioAssay by National Center for Advancing Translational Sciences (NCATS).
# PI4K2A inh – qHTS for small molecular inhibitors of PI4K2A | Phosphatidylinositol 4-kinase type 2-alpha (Homo sapiens), Q9BTU6 | purified PI4K2A, ADP-Glo luminescence, 1 h; active compounds read low | activity change, negative = inhibition, % at 76.9 µM | actives 0.13% (n = 420,000) | AID 1346378, 2018; in the data active = activity change below about -50%; inconclusive = mostly about -30% to -49%;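 also: -100% = wells without enzyme as full effect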
#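 ADP-Glo luminescence measured ADP generated by PI4K2A enzyme (4 ug/mL before mixing) with 1.2 mM PI substrate (pre-mix) and 300 microM ATP (pre-mix). Tris pH7.5 buffer with MgCl2, Triton X-100; 1 h reaction at ambient temperature.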
# GLS inhibitor – qHTS for Inhibitors of Glutaminase (GLS); GLS enzymatic activity, qHTS titration; Potency, µM (top dose mostly 45.5 µM), without a hit: at the highest dose activity change, negative = inhibition, hits mostly inhibitors; actives 0.21% (n = 410,000); also: potency is read from the fitted curve at half-maximal effect
#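 Read-out is an Amplex red fluorescence increase coupled through glutamate oxidase and HRP, measured before and after 30 min room-temperature incubation. hKGA is in 45 mM KH2PO4 (pH 8.2) with 0.02% Tween-20; glutamine added as 1mM solution.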
# ALOX12 inh – Primary qHTS assay for inhibitors of human arachidonate 12S-lipoxygenase (ALOX12): Round 2; Polyunsaturated fatty acid lipoxygenase ALOX12 (Homo sapiens), P18054; purified 12hLO, xylenol orange hydroperoxide absorbance; Potency, µM (series often up to 108 µM), inactives show at the top dose activity change, negative = inhibition, hits mostly inhibitors; actives 1.1% (n = 580,000); also: potency is read from the fitted curve at half-maximal effect
# Target sequence (P18054 whole entry, looked up): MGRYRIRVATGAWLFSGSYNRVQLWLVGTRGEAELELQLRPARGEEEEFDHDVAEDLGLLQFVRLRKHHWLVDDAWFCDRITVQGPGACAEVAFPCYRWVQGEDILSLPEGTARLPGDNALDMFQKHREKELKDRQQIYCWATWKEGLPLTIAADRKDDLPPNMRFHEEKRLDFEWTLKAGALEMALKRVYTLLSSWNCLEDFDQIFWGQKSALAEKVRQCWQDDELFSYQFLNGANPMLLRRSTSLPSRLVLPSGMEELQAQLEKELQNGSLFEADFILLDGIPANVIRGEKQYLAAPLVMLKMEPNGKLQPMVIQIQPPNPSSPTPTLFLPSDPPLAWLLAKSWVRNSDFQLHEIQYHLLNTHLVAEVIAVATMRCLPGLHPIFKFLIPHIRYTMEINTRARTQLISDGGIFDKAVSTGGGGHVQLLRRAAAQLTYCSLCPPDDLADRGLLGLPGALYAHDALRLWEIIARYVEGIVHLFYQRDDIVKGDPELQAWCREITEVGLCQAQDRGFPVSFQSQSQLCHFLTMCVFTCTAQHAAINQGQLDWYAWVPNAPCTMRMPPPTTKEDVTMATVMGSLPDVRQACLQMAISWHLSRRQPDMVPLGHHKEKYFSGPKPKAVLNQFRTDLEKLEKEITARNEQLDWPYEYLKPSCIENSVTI
#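 Hydroperoxide product was detected by ferrous iron/xylenol orange as the 573 to 405 nm absorbance ratio. Arachidonic acid at 40 uM (final) was turned over for 30 min at room temperature by 150 nM human 12hLO, pH 7.0 Hepes buffer, after 15 min compound preincubation.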
# Starred values were filed as active, the others as inactive; i = inactive; ? = inconclusive; [ ] = dose if it differs, or a comment. Unless noted, calls follow the shape of the dose curve; as a rule, active = well fitted inhibition curve with a large enough effect; inconclusive = small, poorly fitted or top-dose-only effect, or another doubt; inactive = no such curve, though single readings can be large or run the other way. Unless noted, % is scaled to controls: 0 for no effect and ±100 for the full control effect.
SMILES,PI4K2A inh,GLS inhibitor,ALOX12 inh
CC(C)C(=O)N1CCC1(C)C(=O)Nc1cccc(Oc2ccccc2)c1 (centres undefined),-2,2%,-27%
COc1cccc(C(C)(O)c2nc(-c3cccc4cccnc34)cs2)c1 (centres undefined),2,-2%,-17%
C[C@@H]1CN([C@@H](C)CO)C(=O)CCCn2cc(nn2)CO[C@H]1CN(C)S(=O)(=O)c1ccc(-n2cccn2)cc1,-3,12%,-5%
CC(=O)ON=C1C=CC(=C(C#N)c2ccccc2)C=C1,-12,24%,-27%
CC(C)(C)c1ccc(CC(=O)N2CCC2(C)C(=O)N2CCCCC2)cc1 (centres undefined),2,4%,-3%
COc1ccc(OCc2nnc(SCC(=O)Nc3oc(C)c4c(C)n[nH]c(=O)c34)n2C)cc1,-1,-10%,7%
CC(C)N(C)c1ncnc2c1ncn2[C@H]1CN(CCc2ccccc2)C[C@@H](CO)O1,1,0%,0%
Cc1ccc(F)c(S(=O)(=O)NC(=O)C2(C)CCN2C(=O)Cc2ccc(C(C)(C)C)cc2)c1 (centres undefined),-4,1%,-15%
COc1ccc(C(C)(NC(C)=O)c2nc(-c3cccc(C(=O)O)c3)cs2)cc1 (centres undefined),0,8%,0%
CCc1nc2ccc(C(=O)N(C)C(C)C)cn2c1N(CC)Cc1cccc(Br)c1,7,1%,-6%
CCCCCCN1CCN(C2CN(Cc3ccc(F)cc3)S(=O)(=O)C2)CC1 (centres undefined),-1,13%,-27%
O=C(Nc1ccc(S(=O)(=O)NC2=NCCCCC2)cc1)c1cccc(OC(F)F)c1,3,-6%,3%
COc1ccc(C(=O)c2[nH]c(N)c(C(=O)NCCc3c[nH]c4ccccc34)c2-c2ccc(Br)cc2)cc1,-6,22%,1%
CCCCCCN1C[C@H](n2cc(C3CC3)nn2)[C@@H](O)C[C@@H]1c1ccc(C)cc1,2,-9%,?
CCCCCCn1c(=O)n2n(c1=O)C[C@]1(OC(=O)NCc3ccccc3F)CN(S(=O)(=O)c3ccc(C)cc3)C[C@]1(O)C2,0,-7%,?
CC(=O)Nc1nc(-c2ccc(-c3ccccc3)cc2)cs1,-9,-6%,6%
Cc1ccccc1S(=O)(=O)NC(=O)C1(C)CCN1C(=O)C/C=C/c1ccccc1 (centres undefined),-2,-1%,-29%
CC(C)C(=O)N1CCC1(C)C(=O)NCc1ccc(F)cc1Cl (centres undefined),-11,-3%,6%
O=C(O)c1ccc(NC2=C/C(=N/S(=O)(=O)c3cccs3)c3ccccc3C2=O)cc1,-52*,7%,?
Cc1ccc(S(=O)(=O)NN=C(c2ccccc2)c2cccs2)cc1,4,5%,?
Cc1ccc(Cn2cc(CN3CC(N4CCCCC4)CS3(=O)=O)nn2)cc1 (centres undefined),3,-11%,?
O=C(CN1c2cccc3cccc(c23)S1(=O)=O)NCc1ccccc1Cl,1,2%,15%
COc1ccc(-c2ccccc2)cc1NC(=O)[C@@H]1O[C@H](CO)[C@H](O)[C@H](O)[C@H]1O,3,-2%,-12%
O=C(Nc1cccc2ccccc12)c1csc(COCCO)n1,1,7%,-2%
CCCCCCCCN1C(=O)[C@H](CC(=O)N2CCN(C(=O)c3ccco3)CC2)C[C@@]2(C(=O)OCC)CCCC=C12,6,-5%,?

# Continued, starting with the last 2 of the part before.
SMILES,PI4K2A inh,GLS inhibitor,ALOX12 inh
O=C(Nc1cccc2ccccc12)c1csc(COCCO)n1,1,7%,-2%
CCCCCCCCN1C(=O)[C@H](CC(=O)N2CCN(C(=O)c3ccco3)CC2)C[C@@]2(C(=O)OCC)CCCC=C12,6,-5%,?
CNc1cc(-c2ccc(OC)nc2)ncn1,-11,15%,9%
Cc1cc(C(=O)CCC(=O)Nc2cccc(F)c2)c(C)s1,-2,15%,3%
Cc1cnc(CNC(=O)c2ccc3nc([C@@H]4O[C@H](CO)[C@H](O)[C@H](O)[C@H]4O)[nH]c3c2)cn1,1,0%,10%
O=C(NC(=S)Nc1cccnc1)c1cccc(Cl)c1,-2,15%,3%
CC(C)(C)c1ccc(-n2ncc3c2CCCC3NC(=O)CCC2=NNC(=O)CC2)cc1 (centres undefined),1,-1%,-1%
COc1ccc(-c2ccc3[nH]c4c(c3c2)CCN2C(=O)[C@@H]([C@H](C)O)[C@@H](N(C)C(=O)Nc3cc(Cl)cc(Cl)c3)C[C@@H]42)cc1,-2,-3%,?
CC(C)[C@H](NC(=O)c1c(F)cccc1F)C(=O)OCC(=O)NNC(=O)c1ccccc1,0,6%,-3%
CCc1nc2ccc(C(=O)N(CC)CCN(C)C)cn2c1N(C)C(=O)C1CCCCC1,-8,7%,10%
COCOCCn1cc(CN2CCS(=O)(=O)N(Cc3ccc(-c4ccc(F)nc4)cc3)C(C)C2=O)nn1 (centres undefined),-2,-4%,-29%
O=C(NCc1ccc2c(c1)OCO2)C(=O)NCC1OCCCN1S(=O)(=O)c1ccccc1 (centres undefined),-7,-8%,0%
COc1cccc(C(C)(O)c2nc(-c3cc4ccccc4o3)cs2)c1 (centres undefined),2,-6%,?
COc1ccc(-c2coc3c(C(=O)NCCc4ccccc4)cccc23)c(C)c1,1,-2%,-1%
CCc1nc2ccc(C(=O)Nc3ccc(OC)c(OC)c3)cn2c1N(C)Cc1cccs1,-2,7%,-15%
O=C(NCCN1CCC(n2c(=O)[nH]c3ccccc32)CC1)N1c2ccccc2Sc2ccccc21,1,20%,?
CCCNC(=O)C1(C)CCN1C(=O)C1(c2ccccc2)CC1 (centres undefined),1,-1%,-2%
COc1cc(C(=O)N2C[C@H]3CON(C)[C@H]3C[C@H]2c2ccc(N3CCCCC3)cc2)cc(OC)c1OC,1,41%[activator],-65%
CC(=O)NC(c1cccc(F)c1)c1nc(-c2cccs2)cs1 (centres undefined),-3,-2%,-8%
CC1=C(C(=O)N(C(C)C)C(C)C)CC(CC(=O)NCCCN(C)C)C(=O)N1CCC1=CCCCC1 (centres undefined),22,12%,4%
CCCCNC(=O)C1(C)CCN1C(=O)c1c(F)ccc(C)c1F (centres undefined),-9,3%,-5%
CC(C)CC(N)c1csc(NC(=O)NCCc2ccccc2)n1 (centres undefined),-3,4%,12%
COC(=O)c1ccc2nc(-c3cccc(Cl)c3)c(Cc3ccsc3)n2c1,-11,-1%,-29%
O=C(Nc1nc2ccc(F)cc2s1)c1ccc([N+](=O)[O-])o1,-5,1%,-3%
CSCCC(NC(=O)COc1ccccc1)C(=O)NCC(C)(C)N1CCOCC1 (centres undefined),-2,2%,3%
COC(=O)[C@H]1C[C@H](OC(=O)NC2CCCC2)[C@@]2(O)CN(S(=O)(=O)c3ccc(C)cc3)CC2[C@H]1C(=O)OC (some centres undefined),0,1%,-6%
COC(=O)[C@@]1(Cc2ccc(F)cc2)[C@H]2c3cc(C(=O)N4CCCC4)n(Cc4ccc(C)o4)c3C[C@H]2CN1C(=O)c1ccccc1,-5,2%,-22%

# Sorted by molecular weight (smallest number first): 19 of the compounds above.
SMILES,PI4K2A inh,GLS inhibitor,ALOX12 inh
O=C(NC(=S)Nc1cccnc1)c1cccc(Cl)c1,-2,15%,3%
CCCNC(=O)C1(C)CCN1C(=O)C1(c2ccccc2)CC1 (centres undefined),1,-1%,-2%
Cc1cc(C(=O)CCC(=O)Nc2cccc(F)c2)c(C)s1,-2,15%,3%
O=C(Nc1nc2ccc(F)cc2s1)c1ccc([N+](=O)[O-])o1,-5,1%,-3%
CCCCNC(=O)C1(C)CCN1C(=O)c1c(F)ccc(C)c1F (centres undefined),-9,3%,-5%
CC(=O)NC(c1cccc(F)c1)c1nc(-c2cccs2)cs1 (centres undefined),-3,-2%,-8%
COc1cccc(C(C)(O)c2nc(-c3cc4ccccc4o3)cs2)c1 (centres undefined),2,-6%,?
COC(=O)c1ccc2nc(-c3cccc(Cl)c3)c(Cc3ccsc3)n2c1,-11,-1%,-29%
COc1ccc(-c2coc3c(C(=O)NCCc4ccccc4)cccc23)c(C)c1,1,-2%,-1%
CSCCC(NC(=O)COc1ccccc1)C(=O)NCC(C)(C)N1CCOCC1 (centres undefined),-2,2%,3%
CCc1nc2ccc(C(=O)N(CC)CCN(C)C)cn2c1N(C)C(=O)C1CCCCC1,-8,7%,10%
Cc1cnc(CNC(=O)c2ccc3nc([C@@H]4O[C@H](CO)[C@H](O)[C@H](O)[C@H]4O)[nH]c3c2)cn1,1,0%,10%
CC(C)[C@H](NC(=O)c1c(F)cccc1F)C(=O)OCC(=O)NNC(=O)c1ccccc1,0,6%,-3%
CCc1nc2ccc(C(=O)Nc3ccc(OC)c(OC)c3)cn2c1N(C)Cc1cccs1,-2,7%,-15%
O=C(NCc1ccc2c(c1)OCO2)C(=O)NCC1OCCCN1S(=O)(=O)c1ccccc1 (centres undefined),-7,-8%,0%
O=C(NCCN1CCC(n2c(=O)[nH]c3ccccc32)CC1)N1c2ccccc2Sc2ccccc21,1,20%,?
CC1=C(C(=O)N(C(C)C)C(C)C)CC(CC(=O)NCCCN(C)C)C(=O)N1CCC1=CCCCC1 (centres undefined),22,12%,4%
COc1ccc(-c2ccc3[nH]c4c(c3c2)CCN2C(=O)[C@@H]([C@H](C)O)[C@@H](N(C)C(=O)Nc3cc(Cl)cc(Cl)c3)C[C@@H]42)cc1,-2,-3%,?
COC(=O)[C@@]1(Cc2ccc(F)cc2)[C@H]2c3cc(C(=O)N4CCCC4)n(Cc4ccc(C)o4)c3C[C@H]2CN1C(=O)c1ccccc1,-5,2%,-22%

# More entries:
SMILES,PI4K2A inh,GLS inhibitor,ALOX12 inh
Nc1ccc2c(Cl)cc(Cl)cc2c1,4,0%,-43%
CCc1nc2c(OCc3cc(Cl)cc(Cl)c3)cccn2c1N(C)C(=O)c1ccc(OC)cc1,3,5%,?
CN(C)C(CNC(=O)c1cc(Br)c(Br)s1)c1ccco1 (centres undefined),0,-3%,?
CCN(CC)S(=O)(=O)c1ccc(C(=O)NC(=S)N2CCN(c3ccccc3O)CC2)cc1,-2,0%,?
CN1C(=O)c2c(C(=O)Nc3ccc(Oc4ccncc4)cc3)[nH]c(-c3ccccc3)c2C1=O,-3,8%,11%
CCCCN(C=O)c1c(CC)nc2ccc(C(=O)N3CCN(C)CC3)cn12,5,-4%,?
CC(=O)Nc1ccc(CN2C(=O)C(C)(C)ON=C2c2ccc(NC(C)=O)cc2)cc1,-4,3%,21%
C=CCC[C@H](CCCCC)OC(=O)/C=C/[C@@H](O)[C@H](O)C[C@H](O)CC=C,2,-2%,8%
C#CCOCC1CNC(=S)O1 (centres undefined),-4,2%,?
Cn1c(=O)c2cc(NC(=S)NCc3ccccc3F)ccc2n1Cc1ccc(F)cc1,3,17%,?
CC(C)(C)n1nnnc1C(c1ccccc1)N1CCN(C/C=C/c2ccccc2)CC1 (centres undefined),0,-6%,?
Cc1cc(C(=O)N2CCC2(C)C(=O)NCCC#N)nn1C (centres undefined),-3,5%,3%
Nc1nc2ccc([N+](=O)[O-])cc2s1,i,-1%[99.4 µM],-12%[57.4 µM]
COc1cccc(-c2ccc(C3=CC(=O)CC(C)(C)C3=O)cc2)c1OC,-2,0%,?
CCN(CC)CCCNc1cc(C)c(C#N)c2nc3ccccc3n12,-7,-1%,-5%
CC(C)(C)CNC(=O)C1(C)CCN1C(=O)c1ccccc1CCc1ccccc1 (centres undefined),-8,1%,3%
Cc1ccc2ccccc2c1C(O)c1ncc(-c2cccc(F)c2)[nH]1 (centres undefined),7,-8%,?
O=S1(=O)C=C[C@@H](COCc2ccccc2)N1Cc1ccc(Br)cc1,-1,16%,-11%
CCCCNC(=O)c1nc(C2CCN(S(=O)(=O)c3ccc(F)c(F)c3)CC2)oc1-c1ccccc1,-3,7%,19%
O=C(OCc1cn([C@H]2CN(CC3CCCCC3)[C@@H](c3ccc(Cl)cc3)C[C@@H]2O)nn1)c1ccccc1,-3,-1%,0%
O=C(Nc1ccccc1)c1cc(C2COCCN2C(=O)C2CC2)on1 (centres undefined),7,1%,16%
Cc1cn([C@H]2C[C@H](O)[C@@H](/C=C/C(=O)NCc3ccc(N(C)C)cc3)O2)c(=O)[nH]c1=O,3,54%[activator],?

# The list is partial; count on the stated rates, not on these rows.
